# A549 viability – counter-screen for Nrf2 inhibitors: cytotoxicity in A549 cells. Potency, µM (top dose mostly 46 µM), inactives show at the highest dose activity change, negative = cytotoxicity, hits mostly inhibitors. 0.16% of 390,000 active. A549 ARE-Fluc cells, CellTiter-Fluor viability, 18-24 h; also: % is scaled to controls: 0 for no effect and ±100 for the full control effect
#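 A549 ARE-Fluc cells in 5% FBS OPTI-MEM, 5000 cells/well, rested 2 h then exposed to compounds in concentration-response for 18-24 h at 37 °C. Viability by CellTiter-Fluor fluorescence (Ex 405/Em 525) after 30 min; luciferase luminescence (BugLite, 15 min, RT) read afterwards.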
# TGFb inhibitor – blocks TGF-b signaling | HepG2 CAGA-GFP TGF-b/SMAD3 reporter, GFP fluorescence, 18 h; TGF-beta stimulated, 500 pg/mL final | Potency, µM (series often up to 46.1 µM), for the others: at the top dose activity, negative = inhibition, usual class: inhibitors | 1.2% of 410,000 active; also: % is scaled to controls: 0 for no effect and ±100 for the full control effect; nearly all actives have a fitted effect of over 65% in size
#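 First, reporter cells (HEPG2 CAGA-GFP) rested 2 h at 37 degrees C. Next, compounds were pinned in and TGF-beta added to 500 pg/mL final. After 18 h, GFP was imaged per cell and summed per well.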
# S2 tox – cell viability loss in ATXN counter-screen | Potency, µM (series often up to 56.7 µM), usual class: cytotoxic | S2 cells (HEK-293 line with an ATXN2-luciferase reporter) viability, CellTiter-Fluor protease fluorescence, 24 h | 0.49% of 400,000 active; also: nearly all actives have a fitted effect of over 40% in size
# HepG2 viability – counter-screen for TGF-b inhibitors: cytotoxicity in HepG2 cells. HepG2 CAGA-GFP viability, ATP luminescence, 18 h. 0.76% of 410,000 active. Potency, µM (doses to about 46.1 µM), inactives show at the highest dose activity change, negative = cytotoxicity, most hits filed as cytotoxic; also: some results filed as inactive show a strong effect at the top dose
#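 HepG2 CAGA-GFP cells (1000/well, DMEM with 1% FBS) received compound, then TGF-beta at 500 pg/mL final, and were incubated 18 hours at 37 degrees C. Viability was read by CellTiter-Glo luminescence. Media-only wells were set as complete cell-killing and DMSO as no toxicity.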
# EPAC2 antag – blocks human EPAC2 exchange factor. Q8WZA2. EPAC2 GEF exchange of Rap1B-BODIPY-GDP, fluorescence. Potency, µM (highest dose often 114 µM), for inactives: at the highest dose activity, negative = inhibition, hits mostly inhibitors. 0.18% of 360,000 active. AID 720708; also: % is scaled to controls: 0 for no effect and ±100 for the full control effect; nearly all actives have a fitted effect of over 45% in size; many of its hits are not listed in these tables
# Target sequence (Q8WZA2 whole entry, looked up): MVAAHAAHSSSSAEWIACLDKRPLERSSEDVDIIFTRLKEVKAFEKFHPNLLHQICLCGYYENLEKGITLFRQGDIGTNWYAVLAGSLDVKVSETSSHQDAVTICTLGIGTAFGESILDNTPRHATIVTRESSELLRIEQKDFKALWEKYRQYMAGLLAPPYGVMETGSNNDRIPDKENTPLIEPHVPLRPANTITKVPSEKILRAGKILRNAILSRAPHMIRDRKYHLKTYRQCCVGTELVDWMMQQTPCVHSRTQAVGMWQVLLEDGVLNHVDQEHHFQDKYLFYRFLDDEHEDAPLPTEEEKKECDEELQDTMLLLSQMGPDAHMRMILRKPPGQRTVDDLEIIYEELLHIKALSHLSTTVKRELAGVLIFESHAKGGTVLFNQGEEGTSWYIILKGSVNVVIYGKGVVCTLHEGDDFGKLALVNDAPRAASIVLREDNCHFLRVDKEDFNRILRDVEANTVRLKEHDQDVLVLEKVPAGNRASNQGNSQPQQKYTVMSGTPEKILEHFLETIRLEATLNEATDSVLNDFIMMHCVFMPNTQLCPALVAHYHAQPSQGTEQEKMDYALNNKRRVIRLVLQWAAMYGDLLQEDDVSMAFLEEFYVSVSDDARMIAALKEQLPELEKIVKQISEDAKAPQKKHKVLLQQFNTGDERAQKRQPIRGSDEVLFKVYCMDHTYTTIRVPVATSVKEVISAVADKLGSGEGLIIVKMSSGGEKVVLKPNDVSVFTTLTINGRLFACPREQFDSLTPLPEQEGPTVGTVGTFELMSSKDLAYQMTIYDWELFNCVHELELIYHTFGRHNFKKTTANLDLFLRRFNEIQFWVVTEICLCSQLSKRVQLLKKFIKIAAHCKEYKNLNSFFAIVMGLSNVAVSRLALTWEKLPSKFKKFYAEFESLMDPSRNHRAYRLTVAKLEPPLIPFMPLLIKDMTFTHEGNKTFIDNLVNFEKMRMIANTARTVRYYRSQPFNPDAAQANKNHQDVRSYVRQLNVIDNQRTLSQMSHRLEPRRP
# MCF10A rereplic – DNA re-replication induction in MCF 10a cells. MCF 10A DNA re-replication, Hoechst nuclear intensity, 48 h. Potency, µM (top dose mostly 46.1 µM), for the others: at the highest dose activity, positive = re-replication, most hits filed as activators. 2.9% of 350,000 active; also: % of control where 0% means no effect; nearly all actives have a fitted effect of over 50% in size
# Nrf2 block – inhibitors of Nrf2 signaling; A549 ARE-Fluc reporter, luciferase luminescence, 18-24 h; Potency, µM (top dose mostly 46 µM), inactives show at the highest dose activity change, negative = inhibition, usual class: inhibitors; 2.1% of 360,000 active; AID 504444; also: % is scaled to controls: 0 for no effect and ±100 for the full control effect; nearly all actives have a fitted effect of over 60% in size
#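 A549 ARE_Fluc cells, 5000/well, 5% FBS OPTI-MEM; compounds in dose-response, 18-24 h at 37 °C/5% CO2; CellTiter-Fluor viability read (Ex 405/Em 525), then BugLite luciferase luminescence = Nrf2 activity.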
# Nrf2 activator – activators of Nrf2 (ARE) signaling | AREc32 ARE-luciferase reporter (MCF7-derived line), luminescence, 24 h | Potency, µM (highest dose often 46.1 µM), for inactives: top-dose activation, usual class: activators | 0.31% of 410,000 active | AID 624171; also: % of control where 0% means no effect; nearly all actives have a fitted effect of over 65% in size
#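 Nrf2 activation is followed as ARE-luciferase induction in the AREc32 line after one day of compound treatment; luminescence is read with Steady-Glo.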
# ATXN2 expr inh – inhibitors of ATXN2 expression; HEK-293 ATXN2-luciferase reporter, luminescence, 24 h; Potency, µM (highest dose often 57 µM), for the others: at the highest dose activity change, negative = inhibition, hits mostly inhibitors; 0.72% of 360,000 active; AID 1745845; also: % is scaled to controls: 0 for no effect and ±100 for the full control effect; nearly all actives have a fitted effect of over 55% in size
#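 qHTS (up to 57 uM final) was run with 24 h compound exposure of reporter cells at 37 °C. Each well was multiplexed: SteadyGlo luminescence measured ATXN2-luciferase expression after a fluorogenic Gly-Phe-AFC viability readout (25 uM final).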
# Starred values were filed as active, the others as inactive; i = inactive; ? = inconclusive; / = not tested or not shown. Calls follow the shape of the dose curve; as a rule, active = well fitted curve in the direction sought with a large enough effect; inconclusive = small, poorly fitted or top-dose-only effect, or another doubt; inactive = no such curve, though single readings can be large; an effect the other way counts as inactive or inconclusive. Potency is read from the fitted curve at half-maximal effect. Some of the compounds tested; the hit share may differ from the screen's.
SMILES,A549 viability,TGFb inhibitor,S2 tox,HepG2 viability,EPAC2 antag,MCF10A rereplic,Nrf2 block,Nrf2 activator,ATXN2 expr inh
COc1ccc(OC)c(-c2cc(-c3cccnc3)nc(N)c2C#N)c1,-2%,13%,i,15%,-14%,12µM*,3%,3.0%,-1%
CCCNC(=O)N1CCC(C(=O)c2cccc(F)c2)CC1,6%,0%,i,1%,12%,3%,6%,-1.3%,-3%
c1ccc(CSc2ccc(-c3ccc4c(c3)OCO4)nn2)cc1,-1%,-5%,i,-67%,-8%,?,6%,0.6%,-6%
CC(=O)Nc1ccc(NC(=O)CCc2ccc(C)o2)cc1,-5%,4%,i,-11%,-11%,-6%,0%,-0.2%,/
COc1cccc(CNc2nc3cc(-c4cccc(C(=O)NCCO)c4)sc3c(=O)n2C)c1,/,8%,i,-14%,7%,/,/,6.8%,11%
CC1CCCN(C(=O)Cc2cn(Cc3cccc(Cl)c3)c3ccccc23)C1 (centres undefined),-11%,0%,i,-27%,-11%,?,?,5.3%,-10%
C=CCN=C(NC#N)SC,11%,-15%,i,-14%,-5%,-4%,-5%,0.0%,/
CCOCC(=O)N1CCc2ccccc21,0%,2%,i,-1%,12%,26%,/,1.6%,8%
COc1ccc(NC(=O)CSCc2cc(=O)c3cc(C)ccc3[nH]2)cc1,1%,-15%,i,-15%,/,/,/,-0.1%,-13%
CCCC(=O)C1=C(O)C(C(=O)OC)C(C)(C)CC1=Nc1ccc(C)cc1 (centres undefined),21%,-5%,i,8%,-15%,0%,-13%,-0.9%,/
CC(C)(C)NC(=O)c1ccc2c(c1)N(CC(=O)N1CCCCC1)C(=O)C(C)(C)O2,0%,-18%,i,-19%,2%,0%,2%,-0.1%,-6%
O=C(CCC1CCCN(c2ncccn2)C1)N1CCN(c2ccccn2)CC1 (centres undefined),0%,3%,i,-27%,26%,-3%,-8%,0.1%,3%
COC(=O)c1c(NC(=O)CCc2ccc(C)o2)sc(C)c1C,-6%,-4%,i,1%,-5%,19%,/,?,-5%
COc1cccc(-c2nc(CS(=O)CC(=O)NC(C)CCc3ccccc3)c(C)o2)c1 (centres undefined),3%,?,i,-31%,-5%,?,15%,4.0%,/
Cc1ccc(OC(=O)COc2ccccc2C)cc1,1%,0%,i,3%,-5%,-2%,1%,-0.4%,14%
CC[C@@H](C)[C@@H]1CN([C@@H](C)CN2CCC[C@H]2CN2C(N)=NC[C@@H]2Cc2ccccc2)C(=N)N1CCc1ccc(Cl)c(Cl)c1,-5%,-6%,i,0%,12%,-15%,8%,0.5%,-4%
COc1ccc(Cl)cc1NCc1nnc2n1CCCCC2,4%,15%,i,5%,/,/,/,0.7%,14%
Cc1cc(NC(=O)CSc2nnc3ccc(-c4ccccc4)nn23)no1,/,6%,i,7%,-4%,/,/,1.9%,/
CCOCCCn1c(SCC(=O)N(C)C2CCS(=O)(=O)C2)nc2ccccc2c1=O (centres undefined),0%,11%,?,0%,4%,0%,-3%,1.7%,-1%
CC12CCC(=O)N1C(C(=O)Nc1nccs1)CS2 (centres undefined),5%,-5%,i,6%,9%,-37%,1%,-0.3%,11%

# 2 entries drawn at random from the list so far:
SMILES,A549 viability,TGFb inhibitor,S2 tox,HepG2 viability,EPAC2 antag,MCF10A rereplic,Nrf2 block,Nrf2 activator,ATXN2 expr inh
CC12CCC(=O)N1C(C(=O)Nc1nccs1)CS2 (centres undefined),5%,-5%,i,6%,9%,-37%,1%,-0.3%,11%
COc1cccc(-c2nc(CS(=O)CC(=O)NC(C)CCc3ccccc3)c(C)o2)c1 (centres undefined),3%,?,i,-31%,-5%,?,15%,4.0%,/

# Next compounds follow.
SMILES,A549 viability,TGFb inhibitor,S2 tox,HepG2 viability,EPAC2 antag,MCF10A rereplic,Nrf2 block,Nrf2 activator,ATXN2 expr inh
COC(=O)c1ccccc1NC(=O)C1CC(=O)N(c2ccc(OC)cc2)C1 (centres undefined),-8%,0%,?,1%,-6%,15%,?,-0.5%,2%
COc1ccccc1C1NC(c2ccc3c(c2)OCO3)=CC(c2cc(Cl)ccc2O)N1 (centres undefined),0%,?,/,-30%,/,/,8%,/,/
Cc1ccc(SCC(=O)N2CCN(S(=O)(=O)c3cccs3)CC2)cc1,0%,0%,i,-1%,9%,5%,-1%,0.2%,4%
COc1ccc(NC(=O)c2c(C)nn(Cc3ccccc3)c2Cl)cc1S(=O)(=O)N1CCOCC1,-18%,-27%,?,-12%,-2%,2.1µM*,21µM*,1.5%,-8%
S=C(NC1CC1)N1CCN(C(=S)NC2CC2)CC1,-1%,3%,i,-1%,-1%,5%,-2%,-0.4%,5%
CCOC(=O)c1ccc(NC(=O)CSc2nc3c([nH]c4ccccc43)c(=O)n2C)cc1,-15%,-18%,/,-30%,/,/,/,22%,/
CCc1c(C(=O)Nc2cc(C)ccc2OC)[nH]c(C)c1C(C)=O,-4%,3%,i,-34%,-6%,?,?,7.0%,-11%
O=C(Cc1ccccc1)N/N=C/c1cc(Br)cs1,3%,2%,i,0%,10%,0%,?,4.6%,28%
COc1cc(NC(=O)c2cc3c(C)nc4ccccc4c3o2)cc(OC)c1OC,3%,17%,?,-18%,-3%,1%,-21%,3.5%,-20%
O=C(NCCN1C(=O)S/C(=C\c2ccc(Cl)cc2)C1=O)C1=COCCO1,1%,-3%,i,-13%,5%,2%,-1%,0.3%,-2%
CCc1ccc(-c2nc(CS(=O)CC(=O)NCCc3ccc(Cl)cc3)c(C)o2)cc1 (centres undefined),-1%,?,/,-32%,/,/,/,1.0%,/
COc1ccc(NC(=O)NC2CCCc3ccccc32)cc1 (centres undefined),14%,-1%,i,3%,24%,18%,-1%,-0.6%,-8%
CCOc1ccc(N2C(=O)c3cccnc3C2Nc2ccc(F)cc2)cc1 (centres undefined),15%,19%,i,1%,3%,3%,0%,0.4%,11%
Cc1cccc(C(=O)N2[C@@H](C(C)C)COc3cc(Br)ccc3S2(=O)=O)c1,-6%,?,i,-49%,-4%,8.2µM*,-29%,-0.8%,?
O=C(CSc1nnc(CNc2ccc(F)cc2)n1Cc1ccco1)NC1CC1,9%,-18%,i,5%,6%,-2%,9%,0.3%,-7%
COc1ccc(CNC(=O)CN(Cc2ccc(OC)cc2)C(=O)CCC(=O)Nc2nccs2)cc1,-6%,-2%,i,0%,4%,12%,9%,0.0%,-7%
NS(=O)(=O)c1ccc(Nc2nc(-c3ccc(O)cc3O)cs2)cc1,1%,0%,i,6%,-8%,10%,-9%,0.0%,-2%
CCOC(=O)C1=C(N)N2C(=O)C(C)SC2=C(C(=O)OCC)C1c1ccc(O)cc1 (centres undefined),-4%,-8%,i,-19%,?,10%,0%,0.0%,/
CCOc1ccc(NC(=O)CN(C)S(=O)(=O)c2ccc3c(c2)c(=O)n(C)c(=O)n3C)cc1,-2%,-4%,i,-6%,/,/,-13%,0.3%,12%
COc1ccc(-n2ncc3c(NC(C)(C)CO)ncnc32)cc1,-2%,0%,i,-16%,/,/,/,-0.3%,-13%
CCOC(=O)Cn1c(=O)c2c(nc3n2CC(C)CN3Cc2ccccc2)n(C)c1=O (centres undefined),3%,-13%,i,5%,7%,-4%,-3%,-0.5%,6%
Cc1nnc(C)c2c(C)n(-c3ccccc3N)c(C)c12,-4%,-2%,i,-18%,0%,1%,-8%,6.7%,-14%
CCOC(=O)c1nc(C)n(-c2cc(Cl)cc(Cl)c2)n1,/,-22%,i,-13%,-1%,0%,-1%,3.1%,4%
O=C(Nc1ccc(-c2cscn2)cc1)C1CCCN(Cc2ccc(CO)o2)C1 (centres undefined),2%,-3%,i,-37%,-8%,0%,9%,0.6%,-8%
O=C(NCC(=O)N1CCN(c2cccc(Cl)c2)CC1)c1ccc(Br)o1,-11%,-11%,i,-2%,4%,4%,-4%,0.4%,4%
COC(=O)c1ccc(CSc2nc3cc(Cl)ccc3o2)cc1,-8%,7%,i,-7%,2%,4%,-4%,-0.4%,-1%
Cn1c(=O)c2c(nc(NCC3CCCC(CN)C3)n2Cc2ccc(Cl)cc2Cl)n(C)c1=O (centres undefined),-15%,0%,?,-30%,-3%,?,-24%,-0.5%,/
CCc1nnc(N/N=C/c2cc(C)c(C)cc2C)n1N,2%,?,i,-87%,2%,0%,-13%,-2.4%,-1%
Cc1ccc(-n2c(SCC(=O)NCCN3C(=O)CSC3=O)nnc2-c2ccccc2)cc1C,-2%,-4%,i,5%,-1%,4%,-19%,-0.1%,4%
NS(=O)(=O)c1ccc(CNC(=O)c2cc(=O)[nH]c3ccccc23)cc1,-1%,-18%,i,-4%,4%,0%,11%,-0.2%,19%

# Whole records from above.
# Cc1ccc(SCC(=O)N2CCN(S(=O)(=O)c3cccs3)CC2)cc1 as listed: A549 viability: 0%; TGFb inhibitor: 0%; S2 tox: i; HepG2 viability: -1%; EPAC2 antag: 9%; MCF10A rereplic: 5%; Nrf2 block: -1%; Nrf2 activator: 0.2%; ATXN2 expr inh: 4%
# CCOc1ccc(N2C(=O)c3cccnc3C2Nc2ccc(F)cc2)cc1 (centres undefined) as listed: A549 viability: 15%; TGFb inhibitor: 19%; S2 tox: i; HepG2 viability: 1%; EPAC2 antag: 3%; MCF10A rereplic: 3%; Nrf2 block: 0%; Nrf2 activator: 0.4%; ATXN2 expr inh: 11%
# CC[C@@H](C)[C@@H]1CN([C@@H](C)CN2CCC[C@H]2CN2C(N)=NC[C@@H]2Cc2ccccc2)C(=N)N1CCc1ccc(Cl)c(Cl)c1 as listed: A549 viability: -5%; TGFb inhibitor: -6%; S2 tox: i; HepG2 viability: 0%; EPAC2 antag: 12%; MCF10A rereplic: -15%; Nrf2 block: 8%; Nrf2 activator: 0.5%; ATXN2 expr inh: -4%
